Rac1 GTP hydrolysis: MgcRacGAP GTPase-activating activity inhibitors, confirmation, biochemical, ADP Hunter fluorescence; MgcRacGAP-stimulated Rac1 GTP hydrolysis, ADP Hunter fluorescence; higher % means a stronger effect; GST-tagged Rac1 F28L mutant substrate; Rac GTPase-activating protein 1 (Homo sapiens); one-dose inhibition, % at 30 µM; IC50 in µM for titrated hits; actives 0.6% (n = 340,000);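 active = first-screen hits whose inhibition reached a set limit at any dose in the follow-up dose series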;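 note: fluorescence reports GDP produced by GAP-driven GTP hydrolysis; strong numbers were not always called active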
GPR35 antagonists: GPR35 antagonists blocking zaprinast-driven arrestin recruitment, primary screen, imaging, U2OS, beta-arrestin-GFP, zaprinast agonist (AID 2058). actives 0.052% (n = 290,000). G-protein coupled receptor 35 (Homo sapiens). inhibition, % at 10 µM, or IC50 in µM where a hit was titrated. U2OS GPR35 beta-arrestin-GFP translocation imaging, zaprinast antagonism; higher % means a stronger effect;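 active = inhibition of at least 50% with at least 30 cells and total cytoplasm GFP at most 10,000,000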
GPR55 LPI antagonism: GPR55 antagonists blocking LPI-driven arrestin recruitment, primary screen, imaging, U2OS, beta-arrestin-GFP, LPI agonist (AID 2013). U2OS GPR55 beta-arrestin-GFP translocation imaging, LPI antagonism; higher % means a stronger effect. inhibition, % at 10 µM; hits with a dose series show IC50 in µM. actives 0.13% (n = 290,000);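 active = spots per cell inhibited over 60%, with over 100 cells counted and total cytoplasm intensity under 500,000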;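 note: U2OS cells stably carrying GPR55 and arrestin-GFP stimulated by 5 µM LPI near EC80; imaged beta-arrestin-GFP aggregate spots per cell after agonist stimulation; plate controls were LPI-stimulated DMSO wells for no effect and DMSO wells without LPI for full effect; some results filed as inactive read as strong as hits; confirmed hits need IC50 under 10 µM and bright autofluorescent wells are also inconclusive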
NTR1 ag: agonists of NTR1, primary screen, imaging, U2OS cells, beta-arrestin-GFP, high content (AID 493036); NTR1-U2OS beta-arrestin-GFP spot imaging, agonist mode; Neurotensin receptor type 1 (Homo sapiens), P30989; actives 0.17% (n = 330,000); activation, % at 20 µM;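 active = activation at or above 40% of the spot to cytoplasm intensity ratio, with at least 20 cells analyzed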;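 note: 0% = DMSO without peptide and 100% = 100 nM NTR1 peptide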
Target sequence (P30989 whole entry, looked up): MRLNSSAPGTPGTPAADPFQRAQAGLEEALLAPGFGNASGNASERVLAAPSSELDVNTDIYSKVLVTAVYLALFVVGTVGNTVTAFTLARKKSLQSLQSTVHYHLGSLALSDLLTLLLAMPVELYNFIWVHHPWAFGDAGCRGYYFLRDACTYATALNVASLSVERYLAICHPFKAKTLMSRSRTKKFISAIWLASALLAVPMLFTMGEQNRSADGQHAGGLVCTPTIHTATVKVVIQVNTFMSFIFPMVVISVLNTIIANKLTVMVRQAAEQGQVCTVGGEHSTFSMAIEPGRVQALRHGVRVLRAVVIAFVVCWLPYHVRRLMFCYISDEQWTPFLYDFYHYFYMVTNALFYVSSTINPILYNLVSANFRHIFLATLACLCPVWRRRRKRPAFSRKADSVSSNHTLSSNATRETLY
KOR beta-arrestin-1: KOR agonists, beta-arrestin recruitment, primary screen, cell-based, luminescence, uHTS (AID 1777); Kappa-type opioid receptor (Homo sapiens); KOR beta-arrestin recruitment, luminescence; higher % means a stronger effect; one-dose activation, % at 10 µM; EC50 in µM for titrated hits; actives 0.02% (n = 280,000); in the data active = activation above about 50%, passing the limit was not always enough; note: a part of the inactive calls stands beside numbers as strong as those of hits
K1F lysis inhibition: inhibition of K1F phage lysis, E. coli UTI89, bacterial capsule biogenesis inhibitors, alamar blue (AID 488966). E. coli UTI89 K1F phage lysis, alamar blue, 2 h; higher % means a stronger effect. inhibition, % at 100 µM; hits with a dose series show IC50 in µM. actives 0.02% (n = 340,000);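 active = phage lysis inhibition, versus mean bacterial control, above a set limit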;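 note: capsule biogenesis inhibitors block K1F phage lysis so surviving cells raise fluorescence; higher fluorescence means more inhibition of phage lysis; actives were called in the ten point dose series up to 300 µM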
KOR beta-arrestin-2: KOR antagonists, beta-arrestin recruitment, cell-based, luminescence, uHTS (AID 1778); one-dose inhibition, % at 10 µM; IC50 in µM for titrated hits; Kappa-type opioid receptor (Homo sapiens); actives 0.091% (n = 290,000); KOR beta-arrestin recruitment, luminescence, antagonist mode; higher % means a stronger effect; in the data active = inhibition above about 50%; note: strong numbers were not always called active
NOD1 NF-kB reporter: NOD1 signaling inhibitors, primary screen, cell-based, luminescence, uHTS (AID 1578). NOD1-driven NF-kB luciferase reporter cells, luminescence; higher % means a stronger effect. inhibition, % at 4 µM, or EC50 in µM where a hit was titrated. actives 1% (n = 290,000); in the data active = inhibition mostly above about 36%, no sharp cut-off; inactive = mostly below about 34%;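 note: HEK-293T reporter cells stimulated with the NOD1 agonist gamma-tri-DAP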
GPR55 beta-arrestin: GPR55 agonists via beta-arrestin recruitment, primary screen, imaging, U2OS cells, beta-arrestin-GFP redistribution (AID 1961); actives 0.048% (n = 290,000); U2OS GPR55 beta-arrestin-GFP redistribution imaging; higher % means a stronger effect; G-protein coupled receptor 55 (Homo sapiens); one-dose activation, % at 10 µM; EC50 in µM for titrated hits;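 active = activation above 40% with more than 50 cells counted in the well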;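 note: U2OS osteosarcoma cells stably expressing GPR55 and beta-arrestin-GFP; plate controls were DMSO negative control for no effect and LPI positive control for full effect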
NTR1 ag cell count 20 µM: second read-out of NTR1 ag, no call of its own (marks repeat the call); cell count; measured here: cell count, cytotoxicity flag
An asterisk follows results filed as active; nt = not tested or not shown; [ ] = another dose, or the depositor's remark. Not all compounds are listed; the hit share may differ from the screen's.

SMILES	Rac1 GTP hydrolysis	GPR35 antagonists	GPR55 LPI antagonism	NTR1 ag	NTR1 ag cell count 20 µM	KOR beta-arrestin-1	K1F lysis inhibition	KOR beta-arrestin-2	NOD1 NF-kB reporter	GPR55 beta-arrestin
Cc1cc(C)c(S(=O)(=O)Nc2ccc(O)cc2)c(C)c1	69.7µM*	-25.9%	-6.3%	-1.5	52	-2.0%	0.9%	17.6%	11.3%	-0.2%
CN(Cc1ccccc1)Cc1nc2c(c(=O)n(C)c(=O)n2C)n1Cc1ccc(Cl)cc1	5.7%	-20.6%	12.9%	15.0	72	2.8%	-0.5%	2.5%	nt	-0.1%
CC(NC(=O)CC1CCCCC1)c1ccccc1 (stereo not drawn)	-5.4%	-16.3%	nt	1.9	60	4.2%	-1.3%	-9.7%	-3.7%	0.0%
CC/C(=N\NS(C)(=O)=O)c1ccccc1	nt	-0.3%	-8.8%	-1.1	85	3.7%	nt	-15.2%	-6.2%	0.6%
O=C(Cn1nc(C(F)F)cc1C(F)F)NNC(=S)Nc1ccc(F)cc1	1.3%	0.6%	9.8%	3.2	58	1.0%	4.6%	-22.3%	-12.1%	0.0%
COCCNC(=O)Cn1c(=O)n(Cc2ccc(C(=O)NCCc3ccc(OC)c(OC)c3)cc2)c(=O)c2ccccc21	10.3%	-2.1%	2.0%	-0.5	50	0.3%	0.2%	8.6%	-8.5%	-0.7%
COc1ccc(Br)cc1CNC(=O)CCC(=O)n1nc(C)c2ccccc21	9.6%	-1.0%	21.6%	0.4	72	1.3%	0.3%	2.8%	-15.1%	-0.1%
CC1(C)C2CCC1(CS(=O)(=O)Nc1ccc(S(=O)(=O)N3CCCCC3)cc1)C(=O)C2 (stereo not drawn)	-8.1%	-5.9%	1.0%	0.6	49	5.8%	-0.5%	11.8%	-34.0%	-0.3%
COc1ccc(S(=O)(=O)Cc2ccc(C(=O)N3CCN(c4ccccc4)CC3)o2)cc1	2.5%	7.7%	-1.9%	1.7	57	-2.4%	12.2%	-18.0%	-4.1%	0.4%
CCn1c(SC(C)C(=O)OC)nnc1-c1c[nH]c2ccccc12 (stereo not drawn)	-2.7%	12.2%	9.8%	2.0	86	1.9%	-0.7%	10.8%	-9.8%	-0.2%

Rewritten as comma-separated lines: two of the compounds above
molecule,Rac1 GTP hydrolysis,GPR35 antagonists,GPR55 LPI antagonism,NTR1 ag,NTR1 ag cell count 20 µM,KOR beta-arrestin-1,K1F lysis inhibition,KOR beta-arrestin-2,NOD1 NF-kB reporter,GPR55 beta-arrestin
O=C(Cn1nc(C(F)F)cc1C(F)F)NNC(=S)Nc1ccc(F)cc1,1.3%,0.6%,9.8%,3.2,58,1.0%,4.6%,-22.3%,-12.1%,0.0%
COCCNC(=O)Cn1c(=O)n(Cc2ccc(C(=O)NCCc3ccc(OC)c(OC)c3)cc2)c(=O)c2ccccc21,10.3%,-2.1%,2.0%,-0.5,50,0.3%,0.2%,8.6%,-8.5%,-0.7%

The listing continues.
SMILES	Rac1 GTP hydrolysis	GPR35 antagonists	GPR55 LPI antagonism	NTR1 ag	NTR1 ag cell count 20 µM	KOR beta-arrestin-1	K1F lysis inhibition	KOR beta-arrestin-2	NOD1 NF-kB reporter	GPR55 beta-arrestin
Cc1cc(OCC(=O)O/N=C(\N)c2ccccc2)ccc1Br	-5.0%	4.7%	8.8%	3.3	83	0.3%	0.1%	-63.0%	-58.7%	0.1%
O=C(NCCc1ccc(Cl)cc1)C1CCCN1C(=O)NCc1ccccc1 (stereo not drawn)	7.0%	-18.3%	4.2%	-0.3	54	-0.5%	-0.1%	-3.5%	-22.4%	-0.2%
COc1cccc(C2N(c3cccc(Cl)c3)C(=O)C3CCCN32)c1 (stereo not drawn)	3.5%	5.3%	3.7%	-1.5	57	-6.0%	0.2%	-4.7%	2.7%	-0.2%
Cc1ccc(C(NC(=O)N2CCCC2)C(Cl)Cl)cc1F (stereo not drawn)	9.5%	-4.1%	-22.0%	-0.9	74	4.9%	0.0%	-7.0%	10.3%	-0.4%
CCNC(=S)Nc1cc(-c2ccc(Cl)cc2)[nH]n1	11.9%	8.1%	1.2%	3.4	66	-0.2%	0.0%	-17.4%	-18.0%	-0.1%
CCC(=O)Nc1ccc(C(=O)Nc2cccc(C)n2)cc1	-3.0%	1.2%	-1.9%	0.6	94	3.0%	0.6%	-23.0%	-58.5%	0.6%
COc1cc(/C=C(/NC(=O)c2ccccc2Cl)C(=O)O)cc(OC)c1OC	7.9%	11.0%	15.6%	0.4	37	1.0%	0.9%	12.6%	-1.2%	-0.1%
CCOc1cc(C(c2c(C)[nH][nH]c2=O)c2c(C)[nH][nH]c2=O)ccc1OS(=O)(=O)c1ccc(C)cc1	19.2%	0.8%	-4.8%	6.8	71	0.7%	2.1%	-1.6%	5.9%	-0.1%
O=C(CN1C(=O)NC2(CCCC2)C1=O)Nc1cccc(Cl)c1Cl	6.0%	4.7%	4.6%	-0.5	41	-1.4%	1.7%	-38.1%	-27.1%	0.2%
COCCN1CCN(C(=O)c2ccc3nc(Cc4ccccc4F)oc3c2)CC1	4.0%	-15.1%	4.8%	-0.3	56	5.6%	2.7%[50 µM]	10.6%	-18.9%	-0.1%
O=C(COc1ccc(Cl)cc1Cl)Nc1ccc(CN2CCOCC2)cc1	6.8%	-7.0%	14.9%	0.2	53	7.8%	0.6%	-38.0%	11.3%	-0.1%
O=C(NCCc1nnc2ccc(N3CCCCCC3)nn12)c1ccccc1F	0.1%	-12.0%	4.3%	0.2	63	-0.5%	-0.9%[50 µM]	-8.6%	-15.9%	-0.1%
COC(=O)NNC(=O)C12CC3CC(CC(C3)C1)C2	4.2%	2.4%	-6.4%	0.7	66	3.5%	0.4%[50 µM]	-19.0%	12.3%	-0.3%
Cc1nc(SCC(N)=O)c(C#N)c(C)c1C	4.7%	18.6%	-12.3%	-0.6	45	4.9%	0.5%	6.8%	5.5%	-0.1%
Cc1cccc(OCCn2nnc3ccccc32)c1C	-4.5%	21.2%	11.1%	1.2	56	2.2%	0.0%	-2.5%[20 µM]	-27.4%	-0.1%
Cc1ccccc1C(=O)Nc1ccc(-c2nc3ccc(C(=O)c4ccccc4)cc3[nH]2)cc1	-1.0%	17.1%	21.7%	0.2	35	2.0%	0.7%	-90.9%	nt	-0.1%
Cc1csc2nc3ccccc3c(=O)n12	4.1%	-12.9%	-5.9%	0.3	63	-3.3%	-0.1%	4.1%	-20.6%	-0.1%
CC(=O)n1cc([C@@H]2C=C(C(=O)O)O[C@H](OCc3ccc(CO)cc3)C2)c2ccccc21	5.0%	2.6%	4.4%	-4.2	90	6.6%	0.3%	2.2%	-6.1%	-0.2%
O=C(Nc1cc(Br)ccc1O)C1CC(c2ccccc2Cl)=NO1 (stereo not drawn)	-0.6%	10.0%	-0.2%	1.1	46	-2.6%	0.2%	-0.4%	-9.0%	0.3%
CCOC(=O)C1CCCc2c1[nH]c1c(C(=O)O)cccc21 (stereo not drawn)	5.3%	0.3%	-3.3%	0.6	58	2.3%	0.8%[50 µM]	-6.6%	-30.0%	0.3%
CC12CCC(C(=O)Nc3cccc4ccccc34)(C1Br)C2(C)C (stereo not drawn)	8.9%	-9.6%	21.4%	0.1	80	2.1%	0.2%	-31.6%	3.6%	-0.1%
CCOC(=O)c1sc(NC(=O)c2cccnc2)nc1C	0.7%	-6.7%	1.9%	-1.9	71	1.4%	-0.2%	8.2%	-6.0%	-0.1%
Cc1ccc(NN=Nc2nc3c([nH]2)c(=O)n(C)c(=O)n3C)cc1	11.7%	2.4%	-16.7%	-2.4	53	4.5%	3.6%	25.1%	-31.4%	1.1%
COc1ccccc1OCC(=O)Nc1cc(Cl)ccc1Oc1ccccc1	9.0%	-5.0%	28.4%	19.5	78	-0.2%	1.6%[50 µM]	12.0%	-18.6%	-0.2%
C=CCOC(=O)/C(=C\C=C\c1ccccc1)NC(=O)c1ccccc1	5.9%	-7.4%	9.5%	1.2	48	-3.1%	1.4%[50 µM]	24.5%	-16.4%	-0.1%
CC(CCc1ccccc1)NCC(O)COc1ccccc1 (stereo not drawn)	2.9%	7.5%	-0.9%	-0.5	50	2.1%	2.9%	-5.2%	-12.4%	0.2%
N#Cc1cccc(Oc2ccc(-c3cnc4ccccc4n3)cc2)c1C#N	3.6%	-0.4%	12.5%	3.3	40	15.9%	0.2%	-51.7%	-21.5%	-0.2%
Cc1ccc2c(C)nc(Nc3nc(CSc4nnc(C)s4)cc(=O)[nH]3)nc2c1	4.6%	3.6%	20.9%	2.2	93	1.1%	5.1%	6.8%	-4.5%	-0.3%
Cc1ccc(NC(=O)c2cccc(NC3=NC4CS(=O)(=O)CC4S3)c2)cc1 (stereo not drawn)	4.1%	-6.4%	-2.3%	-0.7	62	nt	-0.1%	-14.5%[20 µM]	-11.6%	0.5%
Cc1cc2c(C)nc(N/N=C/c3ccc(F)cc3)nc2o1	12.0%	31.3%	-2.5%	1.5	86	3.2%	0.0%	-2.3%	-32.8%	0.6%
Cc1ccc(C)c(NC(=O)CSc2nnc(-c3cc(C)[nH]n3)n2N)c1	9.4%	0.2%	-11.2%	-1.6	59	5.9%	0.4%	9.0%	-4.8%	-0.1%
Cn1c(O)c(N=NC(=O)C2COc3ccccc3O2)c2ccccc21 (stereo not drawn)	3.8%	3.9%	5.6%	3.1	47	-0.3%	1.7%[50 µM]	-9.7%	-10.8%	-0.2%
COc1ccccc1C(CCN(Cc1cccs1)C(C)=O)c1ccco1 (stereo not drawn)	9.6%	-6.0%	10.3%	-2.3	44	6.5%	1.5%	19.9%	22.4%	-0.2%
COc1ccccc1CNC(=O)C1CCN(C(=O)N(C)C)CC1	8.0%	-2.3%	-0.2%	2.0	70	11.3%	6.8%	-37.4%	4.4%	-0.1%
O=C1OCC2=C1C(c1ccc(F)cc1)Sc1ccccc1N2 (stereo not drawn)	-0.1%	6.6%	-7.6%	3.9	68	1.2%	0.7%	-25.9%	18.0%	-0.1%
COCCn1c(=NC(=O)c2ccc(S(=O)(=O)N3CCOCC3)cc2)sc2cc(S(N)(=O)=O)ccc21	8.4%	4.6%	0.8%	2.9	58	-0.9%	-0.1%	1.1%	-12.7%	-0.2%
Cc1ccc(N2C(=O)c3cccc4c([N+](=O)[O-])ccc(c34)C2=O)c2cccnc12	12.8%	9.2%	6.7%	-3.5	54	-5.1%	-0.7%[50 µM]	nt	6.4%	0.0%

Assay outcomes: PubChem BioAssay, several laboratories
